M4 PAM: positive allosteric modulators of human muscarinic M4 receptor. activation, % at 3 µM. hit rate 0.4% among 360,000. P08173. AID 624126. CHO-K1 hM4/Gqi5, Fluo-8 calcium fluorescence, ACh EC20; 0% = ACh EC20, 100% = maximal ACh;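 active = activation above its plate's cutoff, the mean activation of sample wells plus 3 SD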; note: some results filed as inactive read as strong as hits
Target sequence (P08173 whole entry, looked up): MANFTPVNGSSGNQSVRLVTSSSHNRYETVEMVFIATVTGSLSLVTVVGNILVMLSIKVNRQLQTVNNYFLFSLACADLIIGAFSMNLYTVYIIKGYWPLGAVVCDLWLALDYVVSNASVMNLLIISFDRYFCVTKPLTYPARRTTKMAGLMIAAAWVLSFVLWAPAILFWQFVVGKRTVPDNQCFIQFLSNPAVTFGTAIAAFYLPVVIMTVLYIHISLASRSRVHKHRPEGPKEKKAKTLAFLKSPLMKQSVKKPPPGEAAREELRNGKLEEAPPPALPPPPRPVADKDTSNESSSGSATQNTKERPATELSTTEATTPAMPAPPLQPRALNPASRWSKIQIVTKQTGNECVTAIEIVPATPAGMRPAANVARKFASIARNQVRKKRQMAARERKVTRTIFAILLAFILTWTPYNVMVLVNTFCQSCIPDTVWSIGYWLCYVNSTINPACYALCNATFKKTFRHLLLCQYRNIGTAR
CHRM4 agonist: CHRM4 agonism in calcium assay; P08173; CHO-K1 hM4/Gqi5, Fluo-8 calcium fluorescence; vehicle 0%, full acetylcholine response 100%; activation, % at 3 µM; hit rate 0.14% among 360,000;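 active = activation above the run mean over all test wells plus 3 SD, cut at about 32% in these data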;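 note: peak over basal fluorescence ratio per well then scaled between controls; 0% = DMSO wells and 100% = acetylcholine at EC100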
CHRM5 antagonist: blocks acetylcholine activation of human M5 receptor. P08912. CHO-hM5 cells, Fluo-8 calcium fluorescence, ACh EC80. inhibition, % at 3 µM. hit rate 0.59% among 360,000. AID 624040;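 active = inhibition above a per-plate cutoff, the mean of that plate's test compounds plus 3 SD, cut at about 27% in these data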;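 note: 0% = acetylcholine EC80 with DMSO and 100% = DMSO without agonist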
Target sequence (P08912 whole entry, looked up): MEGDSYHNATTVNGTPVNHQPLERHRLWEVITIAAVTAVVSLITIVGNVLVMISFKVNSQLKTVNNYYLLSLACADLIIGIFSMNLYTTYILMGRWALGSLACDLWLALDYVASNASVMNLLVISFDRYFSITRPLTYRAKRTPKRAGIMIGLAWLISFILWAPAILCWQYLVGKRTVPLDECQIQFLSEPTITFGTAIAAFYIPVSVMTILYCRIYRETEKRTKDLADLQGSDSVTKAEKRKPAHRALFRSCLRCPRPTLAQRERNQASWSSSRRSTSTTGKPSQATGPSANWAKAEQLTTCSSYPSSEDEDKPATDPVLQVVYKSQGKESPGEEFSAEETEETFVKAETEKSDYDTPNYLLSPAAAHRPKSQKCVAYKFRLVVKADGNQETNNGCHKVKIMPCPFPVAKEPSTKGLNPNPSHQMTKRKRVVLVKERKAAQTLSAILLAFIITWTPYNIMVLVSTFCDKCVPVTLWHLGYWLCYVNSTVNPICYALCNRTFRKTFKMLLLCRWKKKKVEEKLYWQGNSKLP
M4 antag: antagonists of human muscarinic M4 receptor (CHRM4); P08173; CHO-hM4 cells, ACh EC80, Fluo-8 calcium fluorescence; hit rate 0.73% among 360,000; inhibition, % at 3 µM; AID 624125;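 active = inhibition above its plate's cutoff, the mean inhibition of sample wells plus 3 SD, cut at about 27% in these data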;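 note: 0% = acetylcholine EC80 with DMSO and 100% = DMSO without agonist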
M5 ag: CHRM5 agonism in calcium assay. P08912. CHO-K1 hM5 cells, Fluo-8 calcium fluorescence; 0% DMSO wells, 100% maximal acetylcholine response. activation, % at 3 µM. hit rate 0.19% among 360,000;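 active = activation above the run's mean over test compounds plus 3 SD, cut at about 23% in these data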;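 note: signal is peak over basal fluorescence ratio across the kinetic read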
IDE inh: inhibitors of human insulin-degrading enzyme in cells. P14735. HEK cells, FAbetaB cleavage, fluorescence polarization. inhibition, % at 5.59 µM. hit rate 0.41% among 320,000. AID 434962;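 active = percent inhibition above the average of all tested compounds plus 3 SD, set per screening campaign, cut at about 16% in these data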;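 note: IDE supplied by intact live HEK cells; FP after avidin binding of uncleaved biotin substrate so inhibition keeps polarization high; 0% = DMSO wells and 100% = 60 µM reference IDE inhibitor Ii1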
CHRM5 PAM: potentiates acetylcholine response at human M5 receptor; hit rate 0.3% among 360,000; AID 624038; CHO-K1 hM5, Fluo-8 calcium, ACh EC20 PAM; 0% = ACh EC20, 100% = ACh EC100; P08912; activation, % at 3 µM;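 active = activation above the run cutoff, the mean activation of all test compounds plus 3 SD, cut at about 18% in these data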
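Replicates: One well per compound, no replicates | System: Human M5 receptor in CHO-K1 cells | Benchmarks: Low control EC20 acetylcholine (0%), high control EC100 acetylcholine (100%) | Probe or stimulus: Acetylcholine, EC20 level | Times: Fluo-8 loading 80 min at 37 °C plus 30 min room temperature | Signal: Intracellular calcium via Fluo-8 fluorescence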
CRFBP-R2 block: blocks CRF-induced signaling of the CRF-BP/CRF-R2 complex; HEK293 CRF-R2/CRF-BP, CRF-induced calcium fluorescence; inhibition, % at 11.8 µM; hit rate 0.59% among 350,000;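 active = inhibition of the ligand-induced calcium signal above about 50% at the single tested concentration, limit read from the data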
CRFBP-R2 agonist: CRF-BP/CRF-R2 complex agonism; activation, % at 13.2 µM; hit rate 0.46% among 350,000; AID 588473; HEK293 CRF-R2/CRF-BP, calcium dye fluorescence (FLIPR); percent of saturating CRF peptide response;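 active = activation of at least 50%, plus an integration ratio under a set limit after plate pattern correction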;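 note: plate controls were neutral control wells without compound for no effect and CRF at EC100 for full effect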
Starred values were filed as active, the others as inactive; . = no result given.

Screens in order: M4 PAM, CHRM4 agonist, CHRM5 antagonist, M4 antag, M5 ag, IDE inh, CHRM5 PAM, CRFBP-R2 block, CRFBP-R2 agonist
CN1CCN(c2ccccc2NC(=O)c2ccc(N3CCCC3)c([N+](=O)[O-])c2)CC1
  -5, 9, -5, -3, -15, -2, -2, -15, -0.2
CCOC(=O)c1c(NC(=O)CN2CCN(S(=O)(=O)c3cc(Cl)ccc3Cl)CC2)sc(C(=O)N(C)C)c1C
  -13, 8, 16, 41*, -10, ., -18, 8, 2.3
COc1ccc(CN(C)C(=O)Cn2ccsc2=N)cc1OC
  -2, 0, 5, 2, -2, 1, 0, 15, 1.9
Cc1ccc(NC(=O)COc2nsnc2N2CCOCC2)cc1Cl
  -4, 2, 10, 15, -1, -4, -1, -4, 0.1
CN(C(=O)CN1CCN(c2cc(-c3ccc(OCc4ccccc4)cc3)ncn2)CC1)c1ccccc1
  -10, 15, 27*, 11, 6, ., -14, ., .
CCOc1ccccc1NC(=O)NCCCCc1ccccc1
  -3, 2, 2, 1, -3, -3, 3, 6, -1.4
CC1Cc2nc(SCC(=O)Nc3ccc4c(c3)OCO4)n(Cc3ccccc3)c(=O)c2S1 (configuration not stated)
  2, -1, 9, -10, -6, 11, -3, 22, 1.9
COCC(=O)Nc1ccc(N2CCCC2)c(S(=O)(=O)Nc2ccccc2OC)c1
  -2, 2, 1, 2, 0, -1, -4, -1, 3.3
CCOP(=O)(c1ccc(N(C)C)cc1)C(O)c1ccc(Cl)cc1 (configuration not stated)
  -1, 1, 3, 25, -4, -3, -5, -4, -0.5
O=C1CN(C(=O)c2cnccn2)c2ccccc2N1
  -5, 1, -2, -1, 0, 3, -3, 22, -2.3
O=C(OCC(=O)N1CCN(c2ccccc2)CC1)c1ccco1
  4, 1, -7, 0, -4, ., -2, 21, 7.6
C=CCc1ccc(OCCCCN2CC(C)OC(C)C2)c(OC)c1 (configuration not stated)
  -5, 1, 5, 5, -11, 1, -4, -7, -0.4
CCOc1ccc2ccc(OCC)c(/C=N/n3cnnc3)c2c1
  0, -1, -1, 5, -2, -4, 2, -1, -0.5
COC(=O)c1ccc(Oc2cc(C)nc(SC)n2)cc1
  2, -2, -10, -5, 3, 5, 2, -9, -0.7
O=C(O)c1ccccc1C(=O)Nc1cccc([N+](=O)[O-])c1
  -3, 1, -1, -6, -2, 4, -1, -2, 1.8

Shown bar-delimited: entries from further up
smiles | M4 PAM | CHRM4 agonist | CHRM5 antagonist | M4 antag | M5 ag | IDE inh | CHRM5 PAM | CRFBP-R2 block | CRFBP-R2 agonist
CC1Cc2nc(SCC(=O)Nc3ccc4c(c3)OCO4)n(Cc3ccccc3)c(=O)c2S1 (configuration not stated) | 2 | -1 | 9 | -10 | -6 | 11 | -3 | 22 | 1.9
COCC(=O)Nc1ccc(N2CCCC2)c(S(=O)(=O)Nc2ccccc2OC)c1 | -2 | 2 | 1 | 2 | 0 | -1 | -4 | -1 | 3.3

(further entries)
Screens in order: M4 PAM, CHRM4 agonist, CHRM5 antagonist, M4 antag, M5 ag, IDE inh, CHRM5 PAM, CRFBP-R2 block, CRFBP-R2 agonist
S=c1[nH]nc(Cn2cnc3ccccc32)n1-c1ccccc1Cl
  2, 0, 5, -8, 2, -3, 0, -5, 1.5
COc1cc2c(cc1OC)C(c1ccc3c(c1)OCO3)CC(=O)N2 (configuration not stated)
  -2, 1, -2, 4, 3, 4, -2, -21, -4.2
N#Cc1ccccc1NC(=O)COC(=O)/C=C/c1ccc(S(=O)(=O)N2CCOCC2)cc1
  -3, 3, 10, 13, 4, -1, -5, -26, -3.8
O=C(OCC(=O)N1CCN(c2ccccc2)CC1)c1ccc(Cl)nc1
  -3, 1, -2, -3, 1, 0, 3, 2, 1.2
CCCCC(=O)N(c1ccc(C(=O)O)cc1)c1nc(-c2ccc(Cl)cc2)c(CC)s1
  10, 3, -12, -15, -2, -1, -3, 49, 2.5
O=C(c1cccs1)N1CCC(c2nc3c(nnn3Cc3ccccc3Cl)c(=O)[nH]2)CC1
  0, 4, 18, -1, -4, -2, -3, 11, -1.3
CN(Cc1ccccc1)Cc1nc2c(c(=O)n(C)c(=O)n2C)n1CCc1ccccc1
  4, 5, 3, -1, -3, -1, 0, -1, -1.3
NS(=O)(=O)c1ccc(CCNC(=O)C(=O)NCC2OCCN2S(=O)(=O)c2cccs2)cc1 (configuration not stated)
  -3, 1, -1, 6, -3, -2, 4, 17, 0.1
Cc1cc(C)n(-c2nc3ccccc3n3nnnc23)n1
  0, 0, -7, -1, -3, 4, -5, 2, -1.2
Cc1cc(C(=O)Nc2c(F)cc(F)cc2Br)n(-c2ccccc2)n1
  -3, 0, 7, 1, -7, 1, -1, -3, -1.3
CC(C)(C)NC(=O)C(=O)N/N=C/c1cccs1
  -1, 1, 0, -5, 3, -2, -3, 15, -0.8
CC(=O)NC(Cc1ccc(F)cc1)C(=O)NC1CCN(C(=O)NCc2ccccc2)CC1 (configuration not stated)
  1, 1, 3, 4, -1, 6, -1, 12, 1.0
CC(=O)Nc1ccc(NC(=O)C2CCN(C(=O)c3ccc([N+](=O)[O-])cc3)CC2)cc1
  2, 1, 5, 1, -2, 4, -2, 1, 0.2
CCCC(C)NC(=O)CSc1nc(-c2ccccc2)cn1N (configuration not stated)
  2, 2, 2, -1, 4, -1, 6, 2, 0.2
O=C(COC(=O)Cc1n[nH]c(=O)c2ccccc12)Nc1c(Cl)cccc1C(F)(F)F
  0, 1, 2, -13, 3, -8, -1, 11, 2.1
Cc1nnc(SCCn2c(N(C)Cc3ccccc3)nc3c2c(=O)[nH]c(=O)n3C)s1
  1, 2, 8, -9, -1, 1, -1, -20, -5.7
COc1ccc(-c2onc(C)c2C)cc1S(=O)(=O)NCCc1ccco1
  -3, 7, -1, -19, 1, 2, -4, -18, 0.7
Cc1nn(C)c(C(=O)NNC(=O)NC2CCCCC2)c1Cl
  -1, 3, 5, -10, -1, ., -7, 2, -1.0
Fc1ccc2c(Cl)c(-c3nnc(-c4cccs4)o3)sc2c1
  3, 0, 4, 5, -3, 0, 2, -7, -0.5
Cc1ccc(NC(=O)C2(C)CCCN(C(C)C)C2)cc1C (configuration not stated)
  6, 1, -4, -4, -1, ., -3, ., .
CSc1ncccc1C(=O)OCC(=O)Nc1cccc(S(=O)(=O)N2CCOCC2)c1
  3, 7, 8, -2, 2, 6, 6, -8, 0.1
Cc1ccc(C(=O)NCCc2c[nH]c3ccccc23)c(C)c1
  -9, 1, 12, 12, -3, -1, -3, 2, -4.5
COc1ccc(C(=O)NCC(=O)OCC(=O)Nc2cc([N+](=O)[O-])ccc2F)cc1
  4, 2, 4, 4, -1, -3, -1, 5, -2.5
COc1ccccc1-n1nnnc1SCC(=O)N1CCCC1=O
  3, 1, -1, 9, 1, 4, -8, -2, -0.2
COc1ccc(Nc2nnc(-c3ccc(C(N)=O)cc3)c3ccccc23)cc1
  2, 1, 3, -4, -3, 4, -3, -1, 0.4
Cc1cc(=O)[nH]c(SCC(=O)N2CCCC(C)C2)n1 (configuration not stated)
  4, 1, 15, 3, -3, 4, 0, -2, 0.9
Cn1c(SC/C=C/c2ccccc2)nnc1-c1cnccn1
  10, 1, -3, 5, -1, 4, 2, -1, -0.7
Nc1ccccc1SCC1CSc2nc3ccccc3c(=O)n21 (configuration not stated)
  -3, 1, 12, 8, 3, -4, 2, 38, -1.4
COc1ccc(CCNC(=O)c2ccc(CNS(=O)(=O)c3ccccc3)cc2)cc1OC
  -1, 7, 12, 0, 3, -2, -8, -5, 0.2
CC1CCC(NC(=O)CN(C)S(=O)(=O)c2cnc[nH]2)CC1 (configuration not stated)
  2, 2, 5, 8, 3, 3, 4, 16, -2.4
CCOC(=O)c1cnc2ccccc2c1Nc1cccc(C(=O)O)c1
  0, 0, 2, 7, -3, -2, -4, 2, -0.2
OCOCCCn1c(C2CCCN2c2nc(-c3ccc(F)cc3)cs2)nc2cc(Cl)c(N3CCCCC3)cc21 (configuration not stated)
  22, 4, 2, 1, 3, -1, 11, -1, 5.9
CC1=NC(C)Cc2ccccc21 (configuration not stated)
  -4, 1, -3, 1, -2, -1, -2, -8, 2.2
Cc1nc(-c2ccc(Cl)cc2)sc1C1(C)CC(c2cccnc2)=NO1 (configuration not stated)
  3, 6, 4, -3, 2, 5, 4, -10, 1.8
CCC(=O)c1ccc(NC(C)=O)cc1O
  14, 1, 4, -8, 0, 5, 11, -15, -0.2
CCc1ccc(N(CC(=O)NCc2ccco2)C(=O)CCC(=O)Nc2nccs2)cc1
  -1, 2, 3, -9, -2, 1, 1, -8, 0.7
Cc1ccccc1NC(=S)NCCSc1ccc(Cl)cc1
  -14, 5, 2, 10, -5, 0, 0, 0, -1.4
CCNC(=O)C1CC(=O)N(Cc2ccc(F)cc2)C(=Nc2ccc(OC)cc2)S1 (configuration not stated)
  -2, 2, 3, 1, 0, -15, -4, -12, -1.3
CC(=O)Nc1ccc(N/C=C/C(=O)C(C)(C)C)cc1
  14, 0, 2, -6, -2, -3, -3, -9, 1.1
Cc1ccc(C2=NNC(=Nc3ccc(F)cc3)SC2)cc1
  -11, 0, -3, 8, 0, ., 12, -11, -0.4
COc1ccc(CCNC(=O)C2(C)CCC(=O)N2Cc2ccc3c(c2)OCO3)cc1OC (configuration not stated)
  5, 1, -1, -18, 0, -1, 0, 18, 2.9
Cc1nc(SCC(=O)NCCc2ccccc2)c2oc3ccccc3c2n1
  2, 0, 9, 10, 2, -12, 2, -13, 1.1
CC(=O)Nc1ccc(C(=O)NCC(=O)OCc2ccccc2F)cc1
  -4, 7, 12, -11, 4, -1, -3, -7, 2.1
COc1ccccc1C(=O)n1nc(-c2ccco2)nc1SC
  -7, 0, 13, 9, 1, 5, 1, 5, -0.9
O=C(COC(=O)c1ccc([N+](=O)[O-])o1)Nc1ccc(Br)cc1F
  11, 1, 8, -4, -1, -5, 2, 3, -0.7
Cc1ccc(S(=O)(=O)N2CCN(C(=O)CN3CCOCC3)C2c2ccccc2)cc1 (configuration not stated)
  -5, 10, 1, 0, 3, 3, -8, -14, 2.4
COc1ccc(C(O)(CCc2ccccc2)CCN2CCCCC2)cc1 (configuration not stated)
  -14, 2, 16, 1, -11, -2, -15, 7, 0.8

Source: PubChem (several laboratories)
